# Screening results deposited in PubChem BioAssay by several laboratories.
# PfHsp40 yeast – rescue of PfHsp40-mediated yeast toxicity; AID 504582; growth rescue, % at 12.5 µM; S. cerevisiae expressing PfHsp40, growth rescue, ATP luminescence; actives 0.68% (n = 340,000); in the data active = growth rescue above about 28%, passing the limit was not always enough; inconclusive = no clear call, values can overlap the other calls;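 also: yeast W303a lacking pdr1 and pdr3 grown in galactose medium; growth measured after three days at 30 °C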
# TcdB GH inh – inhibitors of Clostridioides difficile toxin B glycohydrolase | P18177 | TcdB glycohydrolase enzymatic assay, plate reader | inhibition, % at 9.99 µM | actives 0.24% (n = 350,000) | AID 652162; in the data active = inhibition above about 10%
# BoNT-F LC inh – inhibitors of Botulinum neurotoxin F light chain protease; Multiplex microsphere protease cleavage assay, flow cytometry; inhibition, % at 10 µM; actives 0.22% (n = 360,000); in the data active = inhibition above about 35%, passing the limit was not always enough; inconclusive = no clear call, values can overlap the other calls; also: plate controls were buffer without enzyme for full effect and enzyme alone for no effect
# FadD28 binding – blocks FadD28 binding to the bisubstrate probe | fluorescence polarization | inhibition, % at 12.5 µM | actives 0.22% (n = 360,000) | AID 588549; in the data active = inhibition above about 8.5%, passing the limit was not always enough; inconclusive = no clear call, values can overlap the other calls
# BoNT A protease – inhibitors of Botulinum neurotoxin A light chain protease. multiplex microsphere protease substrate cleavage, flow cytometry. inhibition, % at 10 µM. actives 0.17% (n = 360,000); also: plate controls were buffer without enzyme for full effect and enzyme alone for no effect
# Anthrax LF inh2 – anthrax lethal factor protease inhibition. P15917. multiplex microsphere protease cleavage assay, LF. inhibition, % at 10 µM. actives 0.12% (n = 360,000); also: plate controls were buffer without enzyme for full effect and enzyme alone for no effect
# Yp Topo-I inh – Y. pestis Topo-I inhibition via cleavage products; Y. pestis Topo-I cleavage product accumulation, plate reader; activity, % at 10 µM; actives 0.064% (n = 360,000); in the data active = activity above about 50%, passing the limit was not always enough; inconclusive = no clear call, values can overlap the other calls; also: inactives centre near 2
# CCHF vOTU inh – CCHFV vOTU protease inhibition. Pep-AMC fluorescence. actives 0.55% (n = 370,000). AID 651958. inhibition, % at 11.5 µM; in the data active = inhibition above about 30%; also: 0% = vehicle wells with enzyme and 100% = no enzyme wells
# PrPC TRFRET – inhibitors of human cell surface prion protein PrPC | P04156 | TR-FRET read-out | inhibition, % at 13.8 µM | actives 0.43% (n = 370,000) | AID 720596; in the data active = inhibition above about 24%; also: 0% = median of the test wells and 100% = reference compound wells
# * marks the source's active call; other numbers are inactive results; u = inconclusive; x = no result given. Rule as the data show it, unless noted: active = inhibition above about 30%; inconclusive = no clear call, values can overlap the other calls; inactive = below that.
canonical_smiles	CCHF vOTU inh	TcdB GH inh	BoNT A protease	BoNT-F LC inh	FadD28 binding	PfHsp40 yeast	Yp Topo-I inh	PrPC TRFRET	Anthrax LF inh2
CCNC(=O)C1OC(n2cnc3c(N)ncnc32)C(O)C1O (stereo not given)	3	x	-0.6	4	-4.1	-0.2	-2	3	-3
Cc1occc1C(=O)N/N=C/c1ccc(N(C)C)cc1	-2	0.2	5.2	u	-2.1	-0.3	2	13	4
CC1(C)CC(=O)C2=C(C1)N(c1ccccc1)C(=O)CC2c1ccc(O)cc1 (stereo not given)	0	-3.5	0.1	-5	0.9	0.7	0	6	-2
COc1ccc(NC(=O)COC(=O)C2CCCCC2)c([N+](=O)[O-])c1	13	x	-0.8	7	-2.3	-0.2	11	-20	-3
CCNS(=O)(=O)c1ccc(NC(=S)N2CCc3ccccc32)cc1	4	0.8	-0.8	-9	-0.3	0.6	0	2	-2
CC(C)N1CCN(Cc2ccoc2)CC1CCO (stereo not given)	7	-1.6	-0.6	1	-2.0	0.7	3	3	-2
O=C(COc1ccc(Cl)cc1)NCc1cn2cc(Cl)ccc2n1	-11	0.7	0.1	-3	-1.4	2.1	-4	-2	0
CC1Sc2ccc(S(=O)(=O)CCC(=O)Nc3ccc(C(C)C)cc3)cc2NC1=O (stereo not given)	22	-0.2	-3.1	-1	-2.3	1.5	17	4	-3
CCOC1=C2CN(S(=O)(=O)c3ccc(C)cc3)[C@H](c3ccccc3)C[C@@H]2N(S(C)(=O)=O)[C@H](c2ccccc2)C1	-4	0.4	-0.2	2	-0.7	x	x	-2	-1
O=C(NC1CCN(C(=S)Nc2ccc(F)cc2)CC1)c1ccco1	6	1.6	-1.1	14	-1.7	-0.4	-1	8	4
CCOC(=O)Cc1csc(NC(=O)c2ccc(NC(C)=O)cc2)n1	-3	x	-0.8	-5	1.9	-0.9	4	-2	-6
Cc1ccc(CN2CCC(CNC(=O)C3CCCN(c4ncnc5c4nc4n5CCCCC4)C3)CC2)cc1 (stereo not given)	9	0.6	-1.9	1	-1.2	-1.1	19	-11	0
O=C(NC1CCN(C(=S)NCCc2ccccc2)CC1)C1CCCCC1	13	1.4	0.1	-2	0.5	-0.4	12	-7	0
C=CCNC(=O)COc1c(C)ccc(C)c1C	4	1.4	1.5	1	0.5	0.9	-10	4	0
Cc1cc(C)cc(NC(=O)CC2NCCNC2=O)c1 (stereo not given)	-19	x	u	-2	-0.6	-0.5	-1	12	-2
COC(=O)Cn1cc([N+](=O)[O-])nc1C	7	2.5	0.3	6	-1.7	2.2	1	10	6
COc1ccc(-c2nnc(SCC(=O)N3CCCC(C)C3)o2)c(OC)c1 (stereo not given)	8	0.8	-2.7	0	-1.6	-0.2	29	10	-5
CCOC(=O)c1ccc(NC(=S)N2CCCC(C)C2)cc1 (stereo not given)	4	-0.3	-0.4	-4	1.3	2.3	-2	4	-3
CCc1nnc(NC(=O)CSc2ccc(-c3nc4ccccc4[nH]3)cn2)s1	3	x	0.5	-5	1.6	0.4	13	-1	2
O=C(NCc1ccccc1)C1C2C=CC3(CN(Cc4cccnc4)C(=O)C13)O2 (stereo not given)	-2	x	1.6	1	-1.6	0.4	3	-2	-2
COc1ccc(NC(=O)CCSCCc2ccccn2)cc1OC	-13	-1.1	1.0	1	-1.2	-0.1	-3	8	2
COc1ccc(C2CC(c3ccccc3)Nc3nc(NC(=O)c4cccs4)nn32)cc1 (stereo not given)	14	x	0.2	-2	-0.3	0.2	10	2	-6
Cc1cc(N2CCCCC2)nc(NCc2ccccc2)n1	11	x	0.2	-1	-4.8	-1.1	13	16	-1
O=C(COc1ccc(C(=O)c2ccc(F)cc2)cc1)NCc1ccc(F)cc1	5	0.7	-0.2	3	-2.2	4.2	19	11	-2
Cc1cc(C(=O)NCc2cc(C(=O)O)oc2C)c(C)o1	0	x	-1.2	2	-2.7	-1.2	3	4	-1
Cc1cc(C)c2c3c(sc2n1)C(c1ccccc1)C(C#N)=C(N)O3 (stereo not given)	x	0.5	5.6	-3	-0.3	1.2	11	x	-3
Cc1ccc2[nH]c(=O)c3cc(C(=O)NCCC(C)C)sc3c2c1	4	1.9	0.4	41*	-1.7	-1.4	17	6	-9
O=P(CN1CCN(c2ccccc2)CC1)(N1CCCCC1)N1CCCCC1	-4	x	0.5	2	-1.8	0.4	30	-4	1
CCN1CCc2nc(SCC(=O)Nc3ccc(OC)cc3)c(C#N)cc2C1	-3	x	3.1	-22	-3.5	-0.2	-5	-10	-2
O=C(Nc1cc(C(F)(F)F)ccc1N1CCOCC1)C1=COCCO1	-2	-0.9	-0.7	10	1.2	-1.9	8	-3	-5
CCCC(=O)N1CCC1(C)C(=O)Nc1ccc2nc(C)ccc2c1 (stereo not given)	14	-2.6	0.5	6	-0.3	x	-2	7	4
Cc1ccsc1C(=O)N1CC(=O)Nc2ccccc21	-5	x	0.4	2	-2.5	1.0	3	3	3
Cc1onc(-c2ccccc2)c1C(=O)N/N=C/c1ccco1	-1	1.9	0.0	-10	-4.6	-0.3	-1	-2	0
Cc1ccc(NC(=O)CS(=O)CC(=O)NC2CCN(Cc3ccccc3)CC2)c(C)c1 (stereo not given)	10	x	0.0	-2	-0.4	-0.2	-1	-7	0
Nc1scc2c(C(=O)N/N=C/c3ccc(Cl)cc3)nn(-c3ccccc3)c(=O)c12	36*	x	1.7	1	-3.0	0.2	-1	-29	-6
NC(=O)N/N=C/c1coc2ccc3ccccc3c2c1=O	-12	1.9	-0.3	1	-3.0	0.8	0	1	-2
CCCCCCNS(=O)(=O)c1ccccc1Br	-3	0.8	-0.5	-4	0.4	-0.6	0	0	-7
COc1ccc(C2CC(C(F)(F)F)n3ncc(C(=O)O)c3N2)cc1OC (stereo not given)	2	x	-0.3	0	-2.6	0.4	1	1	0
CC(=O)Nc1ccc(NC(=O)COc2cc(O)c3c(c2)OC(C)(C)CC3=O)cc1	-6	-0.9	0.0	0	-2.8	0.2	10	-2	2
COc1cc([N+](=O)[O-])c(OC)cc1SCc1n[nH]c(=S)n1-c1ccc(F)cc1	-6	1.6	-4.5	u	-5.0	1.1	1	-19	4
Cc1cc(C)n(CCO)c(=O)n1	3	x	u	2	-1.6	1.4	7	4	1
Cc1cc2oc(=O)cc(CN3CCCCCCC3)c2cc1Cl	4	0.8	-1.4	-8	-2.1	x	x	4	-5
O=C1C2CCN(CC2)C1(CO)CO	6	4.5	0.1	-2	-0.5	x	2	-16	-1
CCc1ccc(N(C(=O)c2ccoc2C)C(C(=O)NC2CCCC2)c2ccc(OC)cc2)cc1 (stereo not given)	-3	x	0.1	-3	0.0	0.0	3	-4	-7
COc1ccc(/C=N/Nc2cc(OC)ncn2)cc1	9	1.1	-0.4	-3	0.0	0.3	0	0	1
Cc1sc2ncn(CC(=O)NCC(=O)N3CCN(c4ccccc4F)CC3)c(=O)c2c1C	4	-0.4	-0.3	9	-0.1	1.0	3	4	-4
CCOCCc1nnc(NC(=O)c2cccc(F)c2)s1	10	x	-0.2	2	-3.9	-1.0	1	7	-1
COCc1cc(=O)n2[nH]c(-c3cccc(Br)c3)cc2n1	2	x	-0.2	0	-3.7	-0.9	0	0	0
COc1ccc(CCNS(=O)(=O)c2c(N)n(C)c(=O)n(C)c2=O)cc1OC	1	0.2	-0.4	2	-0.6	1.7	3	1	-3
COc1ccc(C(=O)Nc2nc3ccccc3s2)cc1OC	-12	2.8	-0.6	-6	-8.1	1.3	-3	-2	0

# 2 entries from above in another layout:
O=C(NCc1ccccc1)C1C2C=CC3(CN(Cc4cccnc4)C(=O)C13)O2 (stereo not given)
  CCHF vOTU inh = -2
  TcdB GH inh = x
  BoNT A protease = 1.6
  BoNT-F LC inh = 1
  FadD28 binding = -1.6
  PfHsp40 yeast = 0.4
  Yp Topo-I inh = 3
  PrPC TRFRET = -2
  Anthrax LF inh2 = -2
COc1ccc(NC(=O)CCSCCc2ccccn2)cc1OC
  CCHF vOTU inh = -13
  TcdB GH inh = -1.1
  BoNT A protease = 1.0
  BoNT-F LC inh = 1
  FadD28 binding = -1.2
  PfHsp40 yeast = -0.1
  Yp Topo-I inh = -3
  PrPC TRFRET = 8
  Anthrax LF inh2 = 2

# Next compounds
canonical_smiles	CCHF vOTU inh	TcdB GH inh	BoNT A protease	BoNT-F LC inh	FadD28 binding	PfHsp40 yeast	Yp Topo-I inh	PrPC TRFRET	Anthrax LF inh2
COc1cccc(C(=O)Cn2c(=O)n(CC3CCCO3)c(=O)c3ccccc32)c1 (stereo not given)	4	x	0.4	1	-3.3	1.0	6	-1	-3
CO/N=C/c1cn(-c2ccc(Cl)cc2)nn1	-7	-0.5	2.8	10	-0.6	-1.7	9	6	-4
O=C(CCn1c(=O)oc2ccccc21)N1CCN(c2ccccc2F)CC1	0	x	1.3	2	-2.3	-0.9	2	-4	-7
Oc1ccccc1Nc1ncnc2c1oc1ccccc12	8	x	x	x	-0.4	4.5	-5	-3	x
OC(c1ccccc1)C(NCCNCc1ccccc1)c1ccccc1 (stereo not given)	-17	-0.1	0.1	-12	-3.2	-0.6	-6	-3	0
CC(=O)Nc1ccc(Nc2nc3ccccc3nc2NS(=O)(=O)c2ccccc2)cc1	14	0.0	0.1	-6	-1.1	1.6	-5	-9	-6
Cc1cc(C)cc(-n2c(SC(C)C(=O)NCc3ccc4c(c3)OCO4)nc3ccccc3c2=O)c1 (stereo not given)	5	0.0	-0.8	-1	-0.6	-0.8	26	-1	1
COc1ccc(-c2cc(C(=O)N/N=C(\C)c3cccnc3)c3cc(C)ccc3n2)cc1OC	-20	-0.5	-0.9	2	x	0.6	16	-3	0
O=C(CCN1c2ccccc2Sc2ccccc21)Oc1ccccc1	5	1.1	-0.1	-4	-1.2	0.1	11	-3	-2
CCOC(=O)c1sc(N/N=C/c2cccc(C)c2)nc1C	15	x	2.4	u	-2.2	-0.5	-4	-3	-1
CCc1sc(C(=O)NC2CCN(C)CC2)cc1Br	-5	x	-0.3	-1	0.3	1.1	13	3	-2
Cc1cc(C)cc(NC(=O)C(OC(=O)c2ccc(NC(=O)CC#N)cc2)c2ccccc2)c1 (stereo not given)	19	0.4	0.8	-7	-6.1	0.2	14	4	1
COc1ccc(CN2CCNC(=O)C2CC(=O)NC2CCCCC2)c(OC)c1 (stereo not given)	-5	0.4	1.0	-6	-1.4	0.9	2	0	0
COCCCN1C(=O)C(CC(=O)NC(c2ccccc2)c2ccccc2)CC(C(=O)N(C(C)C)C(C)C)=C1C (stereo not given)	5	5.0	0.4	-7	-0.6	x	x	-2	-8
COC(=O)c1cn(-c2ccccc2)nc1-c1ccc(OC)cc1	7	1.4	-0.3	-7	1.3	-1.3	2	6	-2
COc1ccc(-c2ccc(/C=N/NC(=O)c3cccnc3)o2)c([N+](=O)[O-])c1	-15	x	23	20	0.0	0.6	-1	-9	23
CCOc1ccccc1NC(=O)c1cc(-c2ccncc2)nc2c(Cl)cccc12	-6	-0.6	0.0	-5	-2.5	0.3	3	-1	2
NS(=O)(=O)c1cccc(NC(=O)COC(=O)Cn2cnc3ccccc32)c1	-5	2.2	0.2	-3	-4.2	-0.8	5	-5	-2
CC(=O)c1sc2nc(SCC(=O)N3CCCCC3)[nH]c(=O)c2c1C	7	x	0.8	7	-1.3	-1.3	-10	34*	4
COc1ccc(NC(=O)c2ccco2)cc1N	-7	x	-0.7	6	-1.8	1.1	-11	2	0
O=C(O)Cc1sc(Nc2cccc3ccccc23)nc1-c1ccccc1	9	-11	0.4	-9	-1.4	0.2	-1	10	-2
CCCN(CC(=O)Nc1ccccc1OC)C(=O)c1ccc(=O)[nH]c1	6	-4.7	0.1	9	1.6	-0.1	-2	2	-6
Cn1cccc1/C=C1\Cc2ccccc2C1=O	-3	0.0	0.8	2	-4.5	1.3	5	1	0
COc1ccc(NC(=O)C[C@H]2C(=O)N(c3ccc(OC)cc3)C[C@@H]2CSC)cc1	-3	0.0	0.0	-1	-0.4	x	21	-3	1
